Tau fluor cs – counter-screen for tau fibril formation inhibitors; tau K18 P301L Alexa594 fluorescence, heparin fibrillization; Potency, µM (top dose mostly 57.7 µM), without a hit: at the highest dose activity change, negative = decrease; 0.93% of 280,000 active; also: % is scaled to controls: 0 for no effect and ±100 for the full control effect; nearly all actives have a fitted effect of over 55% in size
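Human K18 P301L tau (15 uM unlabeled plus 0.24 uM Alexa 594-labeled, final) in 100 mM sodium acetate pH 7 was mixed with compound and 20 uM heparin and incubated 6 hr at 37 C.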
SMN2 splice enh – enhancers of SMN2 splice variant expression | HEK293 SMN2-luciferase splicing reporter, luminescence, 30-36 h | Potency, µM (highest dose often 46.1 µM), inactives show at the top dose activity change, positive = activation, actives largely listed as activators | 2.8% of 210,000 active; also: % of control where 0% means no effect; nearly all actives have a fitted effect of over 55% in size
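qHTS luciferase splicing reporter: luminescence rises when SMN2 exon 7 is included in transfected HEK293 cells. Compound exposure lasted 30-36 h at 37C, with 4.5 mM final sodium butyrate as control, followed by a ONE-Glo read.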
ALDH1A1 inh – inhibitors of human aldehyde dehydrogenase 1A1. 7.3% of 220,000 active. Purified ALDH1A1, NADH fluorescence, propionaldehyde substrate. P00352. Potency, µM (highest dose often 75.3 µM), without a hit: at the highest dose activity, negative = inhibition, actives largely listed as inhibitors. AID 1030; active = well fitted inhibition curve with a large enough effect, not every such curve was filed as active; inconclusive = small, poorly fitted or top-dose-only effect, or another doubt; inactive = no such curve, though single readings can be large or run the other way;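 also: plate controls were no enzyme wells and a reference inhibitor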
Target sequence (P00352 whole entry, looked up): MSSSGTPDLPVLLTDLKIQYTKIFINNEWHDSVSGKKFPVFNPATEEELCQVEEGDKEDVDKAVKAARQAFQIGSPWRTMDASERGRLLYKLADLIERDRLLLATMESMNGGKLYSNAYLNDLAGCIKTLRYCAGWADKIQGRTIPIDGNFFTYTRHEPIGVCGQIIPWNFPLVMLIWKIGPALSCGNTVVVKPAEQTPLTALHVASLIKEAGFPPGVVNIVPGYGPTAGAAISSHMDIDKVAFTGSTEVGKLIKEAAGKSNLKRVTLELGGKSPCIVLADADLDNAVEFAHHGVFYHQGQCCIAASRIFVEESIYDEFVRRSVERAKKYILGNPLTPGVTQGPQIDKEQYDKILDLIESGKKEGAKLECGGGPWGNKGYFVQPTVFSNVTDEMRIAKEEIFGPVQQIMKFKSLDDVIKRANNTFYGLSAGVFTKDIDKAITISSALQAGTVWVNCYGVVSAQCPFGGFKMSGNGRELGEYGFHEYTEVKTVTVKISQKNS
Tau fibril ThT – blocks human tau fibril formation measured by thioflavin T. AID 1460. Potency, µM (series often up to 57.4 µM), for the others: at the top dose activity, negative = inhibition, usual class: inhibitors. recombinant tau K18 P301L, heparin-induced fibrillization, ThT fluorescence. 2.1% of 270,000 active; also: % is scaled to controls: 0 for no effect and ±100 for the full control effect; nearly all actives have a fitted effect of over 55% in size
Target sequence (P10636 561-689 P618L limits assumed): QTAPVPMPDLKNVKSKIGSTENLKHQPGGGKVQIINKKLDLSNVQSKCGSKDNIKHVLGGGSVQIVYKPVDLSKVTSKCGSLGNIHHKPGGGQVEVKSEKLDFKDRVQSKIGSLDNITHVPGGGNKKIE
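Using a mix of unlabeled (15 uM) and Alexa 594-labeled (0.24 uM) tau K18 P301L, heparin-triggered fibrillization over 6 hr at 37 C was scored by ThT fluorescence.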
JMJD2E inh – inhibitors of human JMJD2E histone demethylase; B2RXH2; JMJD2E catalytic domain, FDH-coupled NADH fluorescence (FDH is formaldehyde dehydrogenase); Potency, µM (highest dose often 57.1 µM), without a hit: top-dose activity change, negative = inhibition, actives largely listed as inhibitors; 1.6% of 230,000 active; AID 2147; active = well fitted inhibition curve with a large enough effect, not every such curve was filed as active; inconclusive = small, poorly fitted or top-dose-only effect, or another doubt; inactive = no such curve, though single readings can be large or run the other way;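 also: 0% = wells with enzyme and -100% = buffer wells without enzyme; nearly all actives have a fitted effect of over 50% in size; many of its hits are not listed in these tables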
Target sequence (B2RXH2 1-337 limits assumed): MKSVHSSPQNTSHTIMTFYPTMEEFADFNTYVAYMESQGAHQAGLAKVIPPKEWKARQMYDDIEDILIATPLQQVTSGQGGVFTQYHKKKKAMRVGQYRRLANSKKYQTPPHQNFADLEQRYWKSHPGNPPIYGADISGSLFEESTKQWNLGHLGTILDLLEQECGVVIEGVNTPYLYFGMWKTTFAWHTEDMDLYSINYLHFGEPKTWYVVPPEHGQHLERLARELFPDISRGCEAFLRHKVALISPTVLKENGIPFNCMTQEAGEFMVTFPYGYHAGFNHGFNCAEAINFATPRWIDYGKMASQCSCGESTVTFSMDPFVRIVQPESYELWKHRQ
Tau FP inhib – inhibitors of human tau fibril formation; AID 1468; P10636; 0.39% of 280,000 active; Potency, µM (highest dose often 57.7 µM), inactives show top-dose activity, negative = inhibition, actives largely listed as inhibitors; K18 P301L tau heparin fibrillization, Alexa594 FP, 6 h; also: % is scaled to controls: 0 for no effect and ±100 for the full control effect; nearly all actives have a fitted effect of over 55% in size
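K18 P301L tau (15 uM unlabeled/0.24 uM Alexa 594-labeled, final) + compound + heparin 20 uM final; 100 mM NaOAc pH 7; 6 hr 37 C; ThT 30 uM final added, 1 hr RT; FP ex 555/em 632 nm.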
HTT cytoprotect – Huntington cell model cytoprotection by ATP luminescence; PC12 HTT-Q103 induced, cytoprotection, ATP luminescence, 40 h; 0.14% of 230,000 active; Potency, µM (top dose mostly 56.4 µM), for inactives: cytoprotection (ATP increase), usual class: activators;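 also: % of control where 0% means no effect; nearly all actives have a fitted effect of over 45% in size; toxic huntingtin expression switched on by the ecdysone agonist tebufenozide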
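Stable PC12 Q103-GFP cells in serum-supplemented, phenol red-free DMEM; induction by tebufenozide at 100 nM final; compound dose series; cell viability quantified luminescently from ATP.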
HTT aggregate – mutant huntingtin aggregation inhibition. PC12 HttQ103-GFP aggregates, Acumen cytometry, 40 h. Potency, µM (series often up to 46.1 µM), for the others: top-dose activity change, negative = inhibition, actives largely listed as inhibitors. 1.1% of 220,000 active; also: % is scaled to controls: 0 for no effect and ±100 for the full control effect; nearly all actives have a fitted effect of over 60% in size
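Steps: seed 1500 PC12 HTTQ103-GFP cells/well; add tebufenozide, 100 nM final; add compound titration; add ATPLite reagent; quantify GFP aggregates by laser scanning cytometry.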
The depositor's hits bear a star; u = inconclusive; x = no result given; [ ] = another dose, or the depositor's remark. Unless noted, calls follow the shape of the dose curve; as a rule, active = well fitted curve in the direction sought with a large enough effect; inconclusive = small, poorly fitted or top-dose-only effect, or another doubt; inactive = no such curve, though single readings can be large; an effect the other way counts as inactive or inconclusive. Potency is read from the fitted curve at half-maximal effect.

SMILES	Tau fluor cs	SMN2 splice enh	ALDH1A1 inh	Tau fibril ThT	JMJD2E inh	Tau FP inhib	HTT cytoprotect	HTT aggregate
CC1CN(C(=O)c2ccccc2)c2ccccc2NC1=O (stereo unspecified)	3.2%	-0.1%	0.2%	-1.5%	0.2%	-0.2%	x	20.5%
COc1ccccc1/C=C/C(=O)N1CCCC1	7.9%	-0.3%	2.8%	13.4%	-0.4%	0.5%	25.9%[0.074 µM]	5.3%
O=C(Nc1cccc(Cl)c1)Nc1nc(-c2ccc(Cl)cc2)cs1	u	-46.4%[inhibitor]	-0.6%	4.3%	3.7%	u	-31.3%	-28.5%
CC(NC(=O)CSc1ccccc1C(=O)O)C1CC2CCC1C2 (stereo unspecified)	-3.2%	3.1%	u	-2.7%	-3.5%	-7.3%	-0.3%	-2.3%
CC(C)[C@@H](CC(=O)N[C@@H]1CCCC[C@H]1C(=O)N[C@H](CC(=O)N[C@@H](CCC(=O)O)CC(=O)O)Cc1c[nH]c2ccccc12)NC(=O)C[C@H](Cc1ccccc1)NC(=O)[C@@H]1CCCC[C@H]1N	-4.7%	7.1%	-12.8%	-9.1%	-4.9%	8.1%	9.1%[1.9 µM]	x
O=C(CCN1C(=O)c2ccccc2S1(=O)=O)Nc1ccc2c(c1)OCCO2	3.8%	-9.8%	6.31µM*	2.2%	-1.5%	-3.8%	9.5%	6.9%
COc1cccc(OCCOc2c(OC)cccc2OC)c1	-13.4%	-17.2%	1.0%	-12.8%	-12.1%	-3.8%	-13.8%	4.8%
Oc1ccc(N=Nc2ccc(Br)cc2)c(O)c1	u	x	u	3.55µM*	16.4%	2.1%	-12.8%[10 µM]	-20.0%[9.22 µM]
COc1ccccc1N(CC(O)Cn1nc(C)cc1C)S(=O)(=O)c1ccccc1 (stereo unspecified)	-1.3%	6.2%	-2.9%	9.1%	14.2%	-3.5%	-23.7%	11.1%
O=C1c2ccccc2C(=O)N1Cc1cccnc1	6.4%	1.9%	-3.4%	0.2%	15.9%	10.2%	33.0%[10 µM]	14.1%[9.22 µM]
Cc1cccc(NC(=O)CCNC(=O)c2ccco2)c1	3.4%	14.1%	10.9%	10.7%	-4.4%	4.1%	-2.6%[10 µM]	-18.5%
NC1=NC[C@H](Cc2ccc(O)cc2)N1CCC12CC3CC(CC(C3)C1)C2	-0.2%	x	x	0.4%	-3.0%	6.4%	2.9%[10 µM]	34.1%[9.22 µM]
O=C1C(=O)N(Cc2cccc([N+](=O)[O-])c2)c2ccccc21	3.2%	-28.5%	0.0501µM*	-12.5%	4.6%	4.9%	-84.5%[inhibitor][10 µM]	u
Cc1ccc(C)c(NC(=S)N(Cc2ccc(Cl)cc2)Cc2ccc(C(=O)O)cc2)c1	-8.1%	x	-7.0%	-10.8%	-0.5%	-5.0%	-16.5%	u
COc1ccccc1CNC(=O)C1CCCN(S(=O)(=O)c2c(C)[nH]c(=O)[nH]c2=O)C1 (stereo unspecified)	-5.6%	1.3%	-0.8%	-14.1%	-0.1%	8.7%	-13.6%	8.0%
COc1ccccc1-c1c(NC(=O)c2ccco2)n(-c2ccccc2)nc(C)c1=O	-1.7%	u	3.2%	-4.5%	8.8%	-0.7%	-4.1%	27.8%
CCOC(=O)c1c(C)[nH]c(C(=O)COC(=O)c2ccc(F)c(S(=O)(=O)N3CCOCC3)c2)c1C	-13.3%	-0.5%	4.2%	4.7%	-3.6%	1.1%	2.7%[1.9 µM]	15.8%
Nc1ccccc1Nc1cc(-c2cccc(Cl)c2)nn1-c1ccccc1	12.6µM*[quencher]	12.0%	7.3%	u	u	u	0.7%[10 µM]	-21.0%
CC1CCC(=C(C#N)C(=O)Nc2cccc(Cl)c2)CC1 (stereo unspecified)	-17.5%	-11.2%	-10.9%	-1.2%	3.4%	-7.1%	-17.2%	-8.8%
Cc1cc(/C=C/C(=O)O)c(C)n1-c1ccc(Cl)cc1	-1.9%	4.2%	-8.1%	-8.4%	-19.2%	-2.7%	-42.3%	23.9%
CC(C)CC(=O)Nc1ccc(-c2nc3ccccc3c(=O)o2)cc1	-5.1%	7.6%	u	-1.2%	-0.6%	-4.8%	7.0%[0.074 µM]	2.6%
O=c1[nH]cc(C(F)(F)F)cc1NS(=O)(=O)c1ccccc1[N+](=O)[O-]	-1.5%	-8.9%	-0.2%	-7.8%	4.6%	-0.5%	7.5%	16.8%
NS(=O)(=O)c1ccc(N2N=C(c3ccc(Br)cc3)CC2c2ccc(F)cc2)cc1 (stereo unspecified)	u	-10.5%	u	u	u	-9.4%	10.9%[10 µM]	u
COc1nccnc1NS(=O)(=O)c1ccc(NC(=S)NC(=O)c2ccc(F)cc2)cc1	6.8%	2.9%	14.1µM*	-2.7%	-0.6%	-4.9%	21.6%[10 µM]	5.6%
Cc1cccn2c(=O)c3cc(C(=O)NC4CCCC4)c(=N)n(C4CCCC4)c3nc12	2.9%	-51.4%[inhibitor]	u	-2.4%	u	-1.1%	-29.2%[10 µM]	-32.6%
CCCOP(=O)(OCCC)C(Nc1ccc(C(=O)O)cc1)c1ccccc1 (stereo unspecified)	-13.5%	x	4.7%	0.7%	-1.8%	-1.5%	6.9%[10 µM]	-6.8%[9.22 µM]
CCSc1nnc(NC(=O)c2cccnc2Cl)s1	-0.9%	17.8µM*	25.1µM*	-4.3%	4.9%	-0.7%	6.0%[10 µM]	-14.5%
O=C(Cn1cc([N+](=O)[O-])nc1[N+](=O)[O-])N1CCN(c2ccccc2)CC1	-22.9%	x	1.7%	-26.1%	1.6%	-10.7%	-14.4%[10 µM]	-1.4%[9.22 µM]
Cn1c(=O)[nH]c(=O)c2c1nc(SCCO)n2CC(O)COc1ccccc1 (stereo unspecified)	0.2%	x	3.5%	4.4%	4.9%	5.5%	10.4%[10 µM]	8.3%[9.22 µM]
CCOc1ccc(NC2C=CS(=O)(=O)C2)cc1 (stereo unspecified)	-17.1%	6.9%	u	35.5µM*	-5.1%	-0.2%	14.8%[1.9 µM]	u
Cc1ccc(NC(=O)CCC(=O)NNC(=O)COc2ccccc2)c(C)c1	5.1%	-6.2%	0.9%	2.4%	9.7%	4.4%	13.4%[10 µM]	2.8%
COc1cc(OC)cc(-c2n[nH]c(=S)n2-c2ccc3c(c2)OCCO3)c1	-2.5%	-1.0%	-6.4%	-0.6%	u	-1.9%	-59.1%[inhibitor]	24.9%
Cc1cccc(OCC(=O)NNC(=O)c2cccs2)c1	-0.4%	-6.9%	5.7%	2.0%	6.7%	7.6%	-1.5%	12.2%
Cc1cc(-c2ccccc2)nc(SCC(=O)c2cccc([N+](=O)[O-])c2)n1	u	-9.8%	-2.4%	-14.2%	-2.2%	2.6%	-25.2%	-22.6%
COCCNC(=O)c1ccccc1NC(=O)C1COc2ccccc2O1 (stereo unspecified)	-4.2%	-3.2%	u	-1.7%	-1.9%	2.8%	-13.2%	7.6%
CCN(CC)c1ccc(S(=O)(=O)N2CCOCC2)cc1NC(=O)CSc1cccc[n+]1[O-]	-2.2%	16.8%	u	2.4%	u	0.9%	x	15.7%
CCOc1ccc(-c2nc(C#N)c(N3CCN(Cc4ccccc4)CC3)o2)cc1	-24.7%	-26.6%	u	-15.9%	u	7.4%	6.3%	u
CCOCCCN1CN(Cc2ccco2)CNC1=S	-1.9%	-12.9%	u	-0.2%	-1.5%	4.3%	-19.0%	-3.9%
COC(=O)C(O)(CC(=O)Nc1ccccc1OC)C(F)(F)F (stereo unspecified)	2.9%	-13.5%	-6.5%	-0.9%	2.1%	-1.6%	-24.0%[10 µM]	-1.5%
CCOc1ccc(NC(=O)c2ccc3c(c2)N(Cc2ccc(F)cc2)C(=O)CS3=O)cc1 (stereo unspecified)	u	-13.5%	u	u	-6.3%	3.2%	8.3%	11.3%

Gathered by group, the entries above with bromine (two)
SMILES	Tau fluor cs	SMN2 splice enh	ALDH1A1 inh	Tau fibril ThT	JMJD2E inh	Tau FP inhib	HTT cytoprotect	HTT aggregate
Oc1ccc(N=Nc2ccc(Br)cc2)c(O)c1	u	x	u	3.55µM*	16.4%	2.1%	-12.8%[10 µM]	-20.0%[9.22 µM]
NS(=O)(=O)c1ccc(N2N=C(c3ccc(Br)cc3)CC2c2ccc(F)cc2)cc1 (stereo unspecified)	u	-10.5%	u	u	u	-9.4%	10.9%[10 µM]	u

(more compounds)
SMILES	Tau fluor cs	SMN2 splice enh	ALDH1A1 inh	Tau fibril ThT	JMJD2E inh	Tau FP inhib	HTT cytoprotect	HTT aggregate
COc1ccccc1N1CCN(/N=C/C=C\c2ccccc2[N+](=O)[O-])CC1	-28.1%	-19.8%	u	u	u	u	-27.0%	-24.3%
Cc1ccc(S(=O)(=O)Nc2cc(C(=O)Nc3cc(C)cc(C)c3)ccc2Cl)cc1	u	-16.3%	-8.1%	-13.4%	-3.3%	u	-11.1%	u
COc1ccc(NC(=S)N(CCCN2CCOCC2)Cc2cn(C)c3ccccc23)cc1	-24.5%	-6.6%	0.562µM*	-8.1%	0.5%	8.5%	-41.0%[10 µM]	u
Clc1ccc(/C=N/NC(=Nc2ccccc2)c2ccccn2)c(Cl)c1	u	-6.5%	3.4%	u	-2.3%	-7.7%	-1.1%	0.4%
CCc1ccc(-n2c(SCC(=O)N3CCC(C(=O)O)CC3)nnc2-c2ccncc2)cc1	3.0%	2.2%	4.5%	4.8%	-6.8%	3.9%	-4.3%	-2.0%
CCC(C)Nc1sc(S(=O)(=O)CC)nc1S(=O)(=O)c1ccc(C)cc1 (stereo unspecified)	-20.2%	1.4%	x	-10.0%	x	-7.3%	x	x
Cc1ccc(NC(=O)c2ccc(S(=O)(=O)C(F)F)cc2)c(C)c1	4.7%	4.2%	1.1%	7.6%	-2.1%	-9.1%	-9.2%[10 µM]	2.7%
O=[N+]([O-])c1ccc(N/N=C/c2ccccc2)cc1	8.91µM*[quencher]	x	14.1µM*	3.55µM*	u	u	8.3%[10 µM]	-20.8%[9.22 µM]
N/C(Cc1ccccc1Sc1ccccc1)=N\O	5.2%	-5.1%	2.6%	5.2%	-8.9%	3.7%	10.1%[10 µM]	11.5%
Cc1ccc(S(=O)(=O)NC(=O)c2cc(C)n(C3CC3)c2C)cc1	6.0%	12.8%	13.2%	3.0%	-10.7%	4.1%	17.0%[10 µM]	28.1%
COc1cc(O)c2c(=O)c(O)c(-c3ccc(O)c(O)c3)oc2c1	20µM*[quencher]	-3.0%	-2.1%	5.01µM*	22.4µM*	-1.9%	x	x

An excerpt; rates above refer to the full screens.
